# KCNQ2 block: KCNQ2 channel blockers in CHO-K1 cells – cell-based, FluxOR thallium flux, B-score, primary screen (AID 2156); actives 1.1% (n = 310,000); 20 min; stronger effect = lower value; B-score at 10 µM;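 active means fluorescence ratio B-score at most minus 3 library SDs, with starting brightness B-score within 2 library SDs, cut at about -5.5 in these data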
# Target sequence (O88943 whole entry, looked up): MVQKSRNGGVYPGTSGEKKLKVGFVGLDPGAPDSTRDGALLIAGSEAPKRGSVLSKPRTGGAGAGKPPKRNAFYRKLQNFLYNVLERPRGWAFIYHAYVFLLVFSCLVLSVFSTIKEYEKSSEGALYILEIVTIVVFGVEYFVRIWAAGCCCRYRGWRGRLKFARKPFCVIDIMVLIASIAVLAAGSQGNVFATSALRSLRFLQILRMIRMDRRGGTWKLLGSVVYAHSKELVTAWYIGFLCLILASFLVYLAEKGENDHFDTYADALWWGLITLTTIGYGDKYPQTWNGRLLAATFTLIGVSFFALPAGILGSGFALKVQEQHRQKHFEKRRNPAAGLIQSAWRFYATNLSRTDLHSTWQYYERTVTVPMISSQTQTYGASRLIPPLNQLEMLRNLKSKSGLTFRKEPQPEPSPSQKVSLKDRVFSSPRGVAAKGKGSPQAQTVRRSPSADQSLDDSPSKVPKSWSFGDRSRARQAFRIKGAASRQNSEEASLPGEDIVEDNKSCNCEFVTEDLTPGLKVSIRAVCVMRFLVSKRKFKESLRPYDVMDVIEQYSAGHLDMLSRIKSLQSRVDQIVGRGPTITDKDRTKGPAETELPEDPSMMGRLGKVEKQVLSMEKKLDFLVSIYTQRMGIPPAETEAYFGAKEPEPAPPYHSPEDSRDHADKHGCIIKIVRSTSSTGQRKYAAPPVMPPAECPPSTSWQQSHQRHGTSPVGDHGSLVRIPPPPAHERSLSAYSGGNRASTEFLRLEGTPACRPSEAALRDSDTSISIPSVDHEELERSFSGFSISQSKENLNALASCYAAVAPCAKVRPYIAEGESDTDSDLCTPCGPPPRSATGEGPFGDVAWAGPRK
# Kir21 inh: blocks the mouse Kir2.1 inward-rectifier potassium channel; actives 0.85% (n = 310,000); HEK293-Kir2.1, FluxOR thallium flux fluorescence; stronger effect = lower value; P35561; B-score at 10 µM; AID 1672;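 active means fluorescence ratio B-score at or below minus 3 SD of library scores, with starting-brightness B-score within 2 SD, cut at about -4.2 in these data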;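 further: channel flux triggered by added potassium and thallium sulfate stimulus; B-score of peak minus minimum fluorescence over baseline after thallium stimulus; more negative B-score means stronger Kir2.1 block with less thallium influx; some compounds called inactive have numbers as strong as hits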
# * marks the source's active call; other numbers are inactive results; i = inactive.
SMILES	KCNQ2 block	Kir21 inh
CC(C)NC(=O)N1CC(c2ccccc2)C(c2ccc(Cl)cc2)=N1 (stereo unspecified)	i	-0.1
O=C(CCNC(=O)N1CCn2c1nc1ccccc12)NCc1ccccc1	i	0.5
C(=N\c1nc2ccccc2n1CCN1CCCCC1)/c1ccc2c(c1)OCO2	i	-0.5
CCS(=O)(=O)N1CCC(C(=O)NCCc2ccc(OC)c(OC)c2)CC1	i	-0.84
Cn1c(SCC(=O)c2ccc(O)c(O)c2)nnc1-c1cccs1	i	-1.56
CCCCOc1ccc(Cc2c(O)nc(SC)[nH]c2=O)cc1	i	1.77
c1ccc2c(c1)oc1c(N3CCOCC3)ncnc12	i	-0.5
O=C(/C=C/c1ccc(Cl)c([N+](=O)[O-])c1)Nc1cccnc1	i	-0.72
COc1ccc(-c2nc(CC(=O)O)cs2)cc1	i	-0.09
CCOC(=O)C1=C(C)NC(=O)NC1c1ccc(OC(=O)c2ccco2)c(OC)c1 (stereo unspecified)	i	-2.69
CCOc1ccc(NC(=O)C2CCCN(c3c(CC)c(C)nc4ncnn34)C2)cc1 (stereo unspecified)	i	0.2
CC(=O)NS(=O)(=O)c1ccc(NC(=O)CCC(=O)Oc2ccc(C)cc2)cc1	i	0.64
Cc1ccc(NC(=O)c2c([N+](=O)[O-])c(C(C)(C)C)nn2C)c(C)c1	i	-0.21
CN(C)CCCn1cnc2c(c1=N)C(c1ccccc1)c1ccc3ccccc3c1O2 (stereo unspecified)	i	-7.25*
O/N=C\c1cnc(N2CCN(c3ccccc3)CC2)s1	i	0.49
COC(=O)c1cccc(C(=O)N2CCCC(C(=O)c3cc(F)ccc3F)C2)c1 (stereo unspecified)	i	0.58
O=C(Nc1nc2c(Br)cc(Br)cc2c(=O)s1)c1ccco1	i	0.04
Cc1ccc(NC(=O)c2ccc(Cl)c(S(=O)(=O)N3CCCC3)c2)nc1	i	-0.78
COc1cc(/C=N\NC(=O)c2ccc(C)nc2)ccc1OC(=O)c1cccc(F)c1	i	-1.22
COc1ccc(CCNC(=O)c2ccc(CS(=O)(=O)c3ccc(Cl)cc3)o2)cc1OC	i	0.05
O=C(CCN1CCCCC1)Nn1c(=S)[nH]c2ccccc2c1=O	i	-0.75
O=C(NCc1cccnc1)C1CCN(S(=O)(=O)N2CCC3(CC2)OCCO3)CC1	i	2.5
CCC/C(O)=C1\C(=O)CC(c2ccccc2)CC1=NC(C)C(=O)O (stereo unspecified)	i	1.47
O=C(OCc1cncs1)c1ccccc1Cl	i	-1.09
COc1ccc(N=C2SC(CC(=O)Nc3ccc(OC)cc3OC)C(=O)N2C)cc1 (stereo unspecified)	i	-0.97

# New compounds follow.
SMILES	KCNQ2 block	Kir21 inh
COc1cccc(NC(=O)COc2cc(O)c3c(c2)OC(C)(C)CC3=O)c1	i	0.82
Cn1cc(C(=O)N2CCN(C(=O)c3ccco3)CC2)c2c3ccccc3n(C)c2c1=O	i	1.96
COc1ccc(C2CC(c3ccccc3)=NN2C(=O)CCC(=O)O)cc1 (stereo unspecified)	i	0
O=C(CN(C(=O)CSc1nc2ccccc2o1)c1cccc(F)c1)NC1CCCCC1	i	-0.64
COc1c(Cl)cc(Cl)cc1/C=N/n1cnnc1	i	1.8
COc1ccc(NC(=O)CCNC(C)=O)cc1NS(=O)(=O)c1ccc(F)cc1	i	-0.61
CCCCOc1ccc(/C=C2/Sc3ccccc3C2=O)cc1	i	0.22
O=C(C#Cc1ccccc1)c1ccc([N+](=O)[O-])cc1	i	-0.71
CCc1ccc(-c2cc(C)no2)cc1S(=O)(=O)N1CCN(c2ccccc2F)CC1	i	0.02
Cc1c(C(=O)NCc2ccc3c(c2)OCO3)oc2ccc(S(=O)(=O)N3CCCCC3)cc12	i	-0.22
Cc1ccnc(NC(=O)c2ccc(S(=O)(=O)N3CCC(C)CC3)cc2)c1	i	-1.77
CCCN(C(=O)CSCc1c(C)noc1C)c1c(N)n(Cc2ccccc2)c(=O)[nH]c1=O	i	-0.4
C1=CC2CC1CC2CN1CCN(c2ccccc2)CC1 (stereo unspecified)	i	-0.33
Cc1cc(C(=O)CSc2nncn2C)c(C)n1-c1ccccc1	i	-1.17
O=S(=O)(NCc1ccccc1)c1ccc(Cl)cc1	i	-0.89
Fc1ccc(Oc2ccc3nnc(C(F)(F)F)n3n2)cc1	i	-0.38
COCCn1c(SCC(=O)c2ccc(Cl)cc2)nnc1C(C)C	i	-1.24
CC(C)Oc1ccc(N2CC(C(=O)NC3=NCCS3)CC2=O)cc1 (stereo unspecified)	i	0.87
Cc1ccc(S(=O)(=O)N(CC(=O)N/N=C/c2cccc(Cl)c2)c2cccc3cccnc23)cc1	i	-0.05
O=C(Nc1ccc2c(c1)OCO2)c1c(F)c(F)c(F)c(F)c1F	i	2.26
Cc1ccccc1Cn1ccc(NC(=O)c2nn3cccnc3c2Cl)n1	i	-0.04
S=C(c1ccc(N2CCCC2)c(Br)c1)N1CCCCC1	i	0.88
CC(=O)Nc1ccc(NC(=O)C2CC(=O)N(c3cccc(C)c3C)C2)cc1 (stereo unspecified)	i	4.18
COCCCNC(=O)c1ccc(Cn2c(=O)c3ccccc3n(Cc3cc(C)ccc3C)c2=O)cc1	i	0.21
COc1cc(C2NC(=O)NC(C)=C2C(=O)OC2CCCC(C)C2)ccc1O (stereo unspecified)	i	-0.03

# Next records.
SMILES	KCNQ2 block	Kir21 inh
COc1ccc(OCC#CCN2CC(C)OC(C)C2)cc1 (stereo unspecified)	i	-0.11
Cc1ccc(CCNC(=O)C2CCCN(S(=O)(=O)c3cccc4nsnc34)C2)cc1 (stereo unspecified)	i	-0.39
CCOC(=O)Cn1nc(NC(=O)c2ccc3c(c2)OCO3)cc1C	i	-0.88
Cc1ccccc1N1CCN(S(=O)(=O)N(C)C)CC1	i	-0.13
CC(=O)c1ccc2c3c(cccc13)C(=O)N(CCc1ccccc1)C2=O	i	-0.05
OCC1(CC2CCCCO2)CCN(Cc2nc3ccccc3[nH]2)CC1 (stereo unspecified)	i	3.11
Cc1ccc(S(=O)(=O)CCC(=O)Nc2ccc(F)cc2)cc1	i	-0.64
O=C(/C=C/c1ccc(Cl)cc1Cl)NCCN1CCOCC1	i	3.86
COC(=O)C(Cc1ccccc1)NCC(=O)Nc1cccc(Cl)c1C (stereo unspecified)	-8.17*	0.09
O=C(NCc1ccc(Cl)cc1)C1CCN(S(=O)(=O)c2ccc(F)cc2)CC1	i	-0.73
CCN1CCN(c2nc3ccccc3n3cnnc23)CC1	i	1.54
COC(=O)/C=C/C(=O)N1CCN(c2ccccc2C)CC1	i	-1.11
COc1c(S(=O)(=O)NCCCN2CCOCC2)ccc(Cl)c1Cl	i	-2.73
Cc1nnc(N/N=C/c2ccccc2O)n1N	i	0.53
O=c1c(/C=N/N2CCOCC2)c(C(F)(F)F)[nH]n1-c1ccccc1	i	0.48
COc1ccccc1NC(=O)Cn1cnc2sc(C(=O)Nc3ccc(OC)c(OC)c3)c(C)c2c1=O	i	0.06
C/C(CC(=O)c1ccccc1)=N\NC(=O)CC#N	i	-0.27
CCOc1ccccc1-c1nc(-c2ccncc2)no1	i	0.46
O=C(c1ccco1)N1CCN(Cc2ccc(F)cc2)CC1	i	0.23
CC(=O)N1c2ccc(S(=O)(=O)N3CCCC(C(=O)N4CCCC(C)C4)C3)cc2CC1C (stereo unspecified)	i	-0.83
C#CCOCCOCCOCCNc1nc(N2CCN(C(=O)Cn3cc(CCCN=C(N)N)nn3)CC2)nc(N2CCN(C(=O)[C@H](C(C)C)n3cc(CCO)nn3)CC2)n1	i	-2.25
COC(=O)c1ccccc1NC(=S)NC(NC(=O)c1ccccc1[N+](=O)[O-])C(Cl)(Cl)Cl (stereo unspecified)	i	0.2
O=C(Nc1nccs1)c1ccc2nccnc2c1	i	-1.99
CC(=O)OC1=C(C#N)Cn2ccc3cccc1c32	i	-6.72*
Cc1cccc(N2CC(C(=O)Nc3ccc(S(=O)(=O)N4CCCCC4)cc3)CC2=O)c1C (stereo unspecified)	i	-2.37

# Continuation:
SMILES	KCNQ2 block	Kir21 inh
O=c1cc(-c2ccccc2)c2c([nH]1)CCCC2	i	-1.46
CCC1=Nc2cc(C(=O)O)ccc2Sc2ccccc21	i	0.45
O=c1oc2ccccc2c2c1SC(C(F)(F)F)C2 (stereo unspecified)	i	1.6
CCOC(=O)c1c(NC(=O)c2ccc(S(=O)(=O)N(C)CC3CCCO3)cc2)sc2c1CCN(C)C2 (stereo unspecified)	i	-2.25
COC(=O)c1c(C(=O)OC)n(CCCN)c2ccc(C)cc12	i	-1.88
C=CCn1c(SCC(=O)NC(N)=O)nnc1-c1cc2c(s1)CCC(CC)C2 (stereo unspecified)	i	0.65
O=C(c1cc(COc2ccc(F)cc2Cl)on1)N1CCN(C2CCCC2)CC1	i	0.63
Brc1cccc(-c2nnc(SCc3ccon3)n2-c2ccccc2)c1	i	-2.14
C=CCn1c(=O)c2ccc(C(=O)NCc3ccccc3)cc2n(Cc2ccc(C)cc2)c1=O	i	-0.28
Cc1cc(C(C)(C)C)oc1C(=O)N(CC(=O)NC1CCCC1)c1ccc(F)cc1	i	-0.02
Cc1ccsc1C(=O)OCc1nc2ccccc2c(=O)[nH]1	i	-1.23
CN(C)CCNC(C(=O)Nc1cccc(C(F)(F)F)c1)c1ccccc1 (stereo unspecified)	i	-0.93
O=C(CCCCCNC(=O)c1ccccc1)N/N=C/c1ccccc1O	i	-0.04
CC(C)(O)C#Cc1ccc(C(=O)N2CCC(CCC(=O)NC3CC3)CC2)cc1	i	0.85
Cc1c(Cl)c([N+](=O)[O-])nn1CC(=O)NC(C)C1CC2CCC1C2 (stereo unspecified)	i	0.35
COc1ccc(Cl)cc1S(=O)(=O)N1CCN(C)CC1	i	-1.7
COCCNC(=O)C(c1ccc(C)cc1)N(Cc1ccco1)C(=O)CCC(=O)Nc1ccccn1 (stereo unspecified)	i	-0.98
COc1ccc(CNC(=O)[C@H](Cc2c[nH]c3ccccc23)NC(C)=O)cc1OC	i	2.48
Cc1cc(C)cc(NC(=O)C(=O)NCC2CCCN2S(=O)(=O)c2cccs2)c1 (stereo unspecified)	i	2.65
CSc1nnc(C)c(=O)n1COC(=O)COc1ccc(Cl)cc1	i	0.04
Cc1ccc(N(CC(=O)Nc2cc(Cl)ccc2Oc2ccccc2)S(C)(=O)=O)c(C)c1	i	0.92
CC1CCN(S(=O)(=O)c2ccc3[nH]c(=O)cc(C(=O)O)c3c2)CC1	i	2.21
COC(=O)CC1=C(C(=O)OC)C(c2cccs2)C(C#N)=C(N)O1 (stereo unspecified)	i	-0.14
COc1ccccc1NC(=O)C(C)Nc1ccc(C)c(Cl)c1 (stereo unspecified)	i	1.2
CC(=O)Nc1cnn(Cc2ccc(Br)cc2)c1	i	-1.5

# Copied from the list.
# Kir21 inh result of `Cc1ccsc1C(=O)OCc1nc2ccccc2c(=O)[nH]1` = -1.23
# Kir21 inh result of `COC(=O)CC1=C(C(=O)OC)C(c2cccs2)C(C#N)=C(N)O1` (stereo unspecified) = -0.14

# More entries
SMILES	KCNQ2 block	Kir21 inh
Cc1ccc(S(=O)(=O)CCC(=O)OC(C)C(=O)c2c(C)[nH]c3ccccc23)cc1 (stereo unspecified)	i	-1.17
Cc1ccc2nc(SCC(=O)N3c4ccccc4CC3C)c(C)cc2c1 (stereo unspecified)	i	-0.03
CCOc1ccc(Nc2cc(=O)n(C)c(=O)n2C)cc1	i	-0.02
C=CCN1C(=O)C(O)(CC(=O)c2ccc(OC)cc2OC)c2cc(Br)ccc21 (stereo unspecified)	i	0.26
CC1CN(Cc2ccccc2)c2nc3c(c(=O)[nH]c(=O)n3C)n2C1 (stereo unspecified)	i	-0.43
O=C(Nc1ccc(Br)cc1)C1CC(O)CN1C(=O)OCc1ccccc1 (stereo unspecified)	i	0.18
O=C(CCC(=O)OCCCC(F)(F)C(F)(F)F)Nc1ccc(Cl)cc1Cl	i	0.29
CC(=O)N1c2ccc(S(=O)(=O)NCCC(=O)NCc3ccc(N(C)C)cc3)cc2CC1C (stereo unspecified)	i	0.1
O=C(Nc1ccc2c(c1)OCO2)C1CCCN1C(=O)Nc1ccccc1 (stereo unspecified)	i	-0.05
COCC(=O)N(c1ccccc1)C(C)C(=O)OC (stereo unspecified)	i	-1.91
O=C(O)Cc1cc(I)c(Oc2ccc(O)c(I)c2)c(I)c1	i	-2.53
COCCOC(=O)C1=C(C)NC(=O)NC1c1ccc(OC(=O)c2ccco2)c(OC)c1 (stereo unspecified)	i	0.28
CCCC(=O)C1C(=O)CC(C)(C)C(c2cc(C)no2)C1=O (stereo unspecified)	i	0.05
CS(=O)(=O)N(CC(=O)Nc1ccc(F)cc1F)C1CCCCC1	i	-0.67
CCSc1ccccc1-c1nc(-c2ccncc2)no1	i	-1.46

# Arranged by SMILES length (largest number first): part of the list above.
SMILES	KCNQ2 block	Kir21 inh
CC(=O)N1c2ccc(S(=O)(=O)NCCC(=O)NCc3ccc(N(C)C)cc3)cc2CC1C (stereo unspecified)	i	0.1
COCCOC(=O)C1=C(C)NC(=O)NC1c1ccc(OC(=O)c2ccco2)c(OC)c1 (stereo unspecified)	i	0.28
O=C(Nc1ccc(Br)cc1)C1CC(O)CN1C(=O)OCc1ccccc1 (stereo unspecified)	i	0.18
O=C(Nc1ccc2c(c1)OCO2)C1CCCN1C(=O)Nc1ccccc1 (stereo unspecified)	i	-0.05
Cc1ccc2nc(SCC(=O)N3c4ccccc4CC3C)c(C)cc2c1 (stereo unspecified)	i	-0.03
CS(=O)(=O)N(CC(=O)Nc1ccc(F)cc1F)C1CCCCC1	i	-0.67
COCC(=O)N(c1ccccc1)C(C)C(=O)OC (stereo unspecified)	i	-1.91

# High-throughput results (PubChem)
